Compound activity (PubChem)
TbPYK inhibitor – qHTS of Trypanosoma Brucei Inhibitors; TbPYK enzyme, Kinase-Glo Plus ATP luminescence, 45 min; Potency, µM (top dose mostly 76.8 µM), for the others: at the highest dose activity, negative = inhibition, most hits filed as inhibitors; 410,000 tested, 0.12% active; AID 624173, 2012; also: potency is read from the fitted curve at half-maximal effect; % is scaled to controls: 0 for no effect and ±100 for the full control effect; nearly all actives have a fitted effect of over 50% in size
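TbPYK + substrate in 50 mM TEA pH 7.2, 100 mM KCl, 10 mM MgCl2, 0.05% BSA, 0.01% Tween-20; cpd pinned; ADP 130 uM final; 45 min RT; Kinase-Glo Plus 10 min; luminescence endpoint.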
AMA1-RON2 inh – qHTS for Inhibitors of AMA1-RON; Towards Development of Antimalarial Drug Lead: Primary Screen; 360,000 tested, 0.2% active; Plasmodium falciparum AMA1 (3D7) - RON2 peptide interaction; AlphaScreen AMA1-biotinylated RON2 peptide binding; AID 720542, 2013; Potency, µM (series often up to 58.2 µM), for inactives: at the top dose activity change, negative = inhibition, actives largely listed as inhibitors;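 also: potency is read from the fitted curve at half-maximal effect; 0% = vehicle wells and -100% = peptide control; nearly all actives have a fitted effect of over 45% in size; some results filed as inactive show a strong effect at the top dose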
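AMA1 (3D7) with his tag at 25 nM final met compounds first, then biotinylated RON2 peptide at 25 nM; detection used donor plus acceptor beads, 10 µg/mL apiece, read by AlphaScreen after 30 min at room temperature.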
LmPK inh – qHTS Assay for Inhibitors of Leishmania Mexicana Pyruvate Kinase (LmPK); Potency, µM (top dose mostly 57.5 µM), inactives show at the highest dose activity change, negative = inhibition, hits mostly inhibitors; purified LmPK, Kinase-Glo ATP luminescence, 1 h; AID 1721, 2009; Q27686; 290,000 tested, 0.37% active; also: potency is read from the fitted curve at half-maximal effect; % is scaled to controls: 0 for no effect and ±100 for the full control effect
Target sequence (Q27686 whole entry, looked up): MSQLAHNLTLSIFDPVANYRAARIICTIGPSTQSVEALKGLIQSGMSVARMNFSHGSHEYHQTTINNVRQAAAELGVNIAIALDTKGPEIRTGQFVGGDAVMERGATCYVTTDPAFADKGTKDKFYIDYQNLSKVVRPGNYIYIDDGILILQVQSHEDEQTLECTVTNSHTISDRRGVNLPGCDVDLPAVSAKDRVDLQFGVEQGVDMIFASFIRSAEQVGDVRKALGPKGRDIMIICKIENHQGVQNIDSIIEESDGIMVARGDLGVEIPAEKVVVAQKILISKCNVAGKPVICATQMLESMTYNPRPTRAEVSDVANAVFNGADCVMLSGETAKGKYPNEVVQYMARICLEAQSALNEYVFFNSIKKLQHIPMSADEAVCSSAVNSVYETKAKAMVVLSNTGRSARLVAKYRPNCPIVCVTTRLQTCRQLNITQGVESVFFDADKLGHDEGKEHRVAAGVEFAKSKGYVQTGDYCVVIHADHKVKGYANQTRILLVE
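Screened at intermediate enzyme activity to detect both inhibitors and activators: LmPK at 0.1 nM, with a 0.5 nM enzyme column as activation reference. PEP 0.5 mM, ADP 0.1 mM; ATP detected by luminescence after 1 h.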
Pf growth 96h – Primary qHTS for delayed death inhibitors of the malarial parasite plastid, 96 hour incubation | 320,000 tested, 6.9% active | P. falciparum luciferase reporter growth, 96 h | Potency, µM (top dose mostly 28.7 µM), inactives show at the highest dose activity change, negative = inhibition, hits mostly inhibitors; also: potency is read from the fitted curve at half-maximal effect; % is scaled to controls: 0 for no effect and ±100 for the full control effect
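Cell-based qHTS: luciferase-tagged P. falciparum in erythrocytes (2% hematocrit, 0.05% parasitemia final) incubated with compounds for 96 hours, 37 C, 5% CO2; luciferase detection reagent then added and luminescence measured.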
Shiga inhibitor – A qHTS for Small Molecule Inhibitors of Shiga Toxin; Vero cells, Shiga toxin protein synthesis inhibition reporter; 290,000 tested, 9.2% active; inhibition, % at 38.7 µM; in the data active = inhibition mostly above about 28%, no sharp cut-off; inactive = mostly below about 43%; also: 0% is about no effect
Cycloheximide cs – Cycloheximide Counterscreen for Small Molecule Inhibitors of Shiga Toxin. max response, %. AID 2314, 2010. 300,000 tested, 12% active. cell reporter, cycloheximide protein synthesis inhibition counterscreen; in the data active = max response mostly above about 13%, no sharp cut-off; inactive = mostly below about 14%; also: read at 38.3 µM for the half of the compounds with a filed dose; 0% is about no effect
Pf growth 48h – Primary qHTS for delayed death inhibitors of the malarial parasite plastid, 48 hour incubation; 310,000 tested, 5.9% active; P. falciparum luciferase growth in erythrocytes, 48 h; Potency, µM (titrated, usually from 28.7 µM), inactives show top-dose activity change, negative = inhibition, hits mostly inhibitors; also: potency is read from the fitted curve at half-maximal effect; % is scaled to controls: 0 for no effect and ±100 for the full control effect
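Compounds are pin-transferred into medium, infected erythrocytes (2% hematocrit, 0.1% parasitemia final) are added, and plates sit one parasite generation at 37 C in 5% CO2. Detection reagent is then added and luminescence measured.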
An asterisk follows results filed as active; ? = inconclusive; . = not tested or not shown; & = joins results of further samples; [ ] = another dose, or the depositor's remark. Unless noted, calls follow the shape of the dose curve; as a rule, active = well fitted curve in the direction sought with a large enough effect; inconclusive = small, poorly fitted or top-dose-only effect, or another doubt; inactive = no such curve, though single readings can be large; an effect the other way counts as inactive or inconclusive.

SMILES	TbPYK inhibitor	AMA1-RON2 inh	LmPK inh	Pf growth 96h	Shiga inhibitor	Cycloheximide cs	Pf growth 48h
Cc1cc2ncc(S(=O)(=O)c3ccccc3)c(N)n2n1	-2%	80%[activator]	-5%	?	-12	-2	?
O=C(Nc1ccccn1)c1cccc(S(=O)(=O)N2CCCCC2)c1	-2%	-1%	1%	32%[activator]	33	14	-5%
CC1CN(C(=S)c2cccc([N+](=O)[O-])c2)CC(C)O1 (centres undefined)	-23%	2%	-2%	4%	-11	-3	-12%
O=C(CNC(=O)c1ccc(Br)o1)Nc1ccc(F)c(S(=O)(=O)N2CCOCC2)c1	3%	1%	.	?	.	.	?
COc1cccc(CCNC(=O)c2cccc(NC(=O)C3=C(C)OCCS3)c2)c1	7%	-1%	1%	12µM*	-2	12	?
O=C(Nc1ccccc1)N(CCCN1CCOCC1)Cc1ccccc1F	-4%	4%	-2%	-30%	-7	7	-12%
O=[N+]([O-])c1ccc(Nc2ccccc2)nc1	-1%	12%	6%	314%[activator]	-2	2	39%[activator]
Cc1ccccc1/C=C1\SC(=S)N(/N=C/c2cc([N+](=O)[O-])ccc2O)C1=O	-24%	12%	13%	-22%	17	-9	8%
COc1ccc(/C=C/C(=O)Oc2ccc(/C=N/NC(=O)COc3c(C)cccc3C)cc2)cc1	.	.	-1%	?	-8	3	?
Nc1c(C(=O)Nc2nc3ccccc3s2)sc2nc(-c3cccs3)ccc12	-3%	37%[activator]	-2%	0%	-5	12	82%[activator]
COc1cccc(C(=O)NCCS(=O)(=O)N2CCC3(CC2)OCCO3)c1	0%	13%	.	24%	.	.	13%
Cc1cc(C)c2[nH]c(=O)c(C(c3nnnn3Cc3ccc4c(c3)OCO4)N3CCCCC3)cc2c1 (centres undefined)	-8%	-9%	1%	-3%	-17	0	-15%
CCOC(=O)C1=C(C)NC(=O)NC1c1cccs1 (centres undefined)	1%	0%	2%	0%	-3	-1	21%
COC(=O)CSC1=C(C#N)C(c2cccc(OC)c2)CC(=O)N1 (centres undefined)	-12%	-1%	9%	-41%	-4	-7	.
COc1cc(CNC(C)C)ccc1OCC(=O)Nc1cccc2ccccc12	-16%	-1%	1%	?	-11	-3	0%
COc1ccccc1C(=O)N1CCN(Cc2c[nH]c3ccccc23)CC1	5%	-16%	-1%	0%	-2	0	.
Cc1ccc(NC(=O)CSc2nc(C)c(Cc3ccccc3)c(=O)[nH]2)cc1	3%&0%	7%	-2%	-38%	21	0	16%
O=C(Nc1cccnc1)C1CC(c2ccc(Cl)c(Cl)c2)=NO1 (centres undefined)	-1%	0%	5%	20%	-13	-1	-9%
CCN1CCN(c2ccc(NC(C)=O)cc2Cl)CC1	-16%	-2%	1%	?	7	1	0%
COC(=O)c1ccc(CN2C(=O)c3ccccc3S2(=O)=O)cc1	-4%	-6%	-1%	.	-3	-4	28%
Cc1cc(S(=O)(=O)N2CCCC2)ccc1OCC(=O)Nc1ccc(C(N)=O)cc1	1%	0%	.	?	.	.	?
Cn1c(=O)[nH]c(=O)c2c1ncn2CCN1CCCCC1	-2%	1%	-1%	33%[activator]	-27	-4	12%
CCOc1ccc(N2C(=O)CC(NC3CCN(C(=O)c4cccc(Cl)c4)CC3)C2=O)cc1 (centres undefined)	3%	10%	-9%	?	-13	9	11%
CC(OC(=O)c1cc2c(s1)CCCCC2)C(=O)NC(N)=O (centres undefined)	4%	4%	0%	71%[activator]	35	23*	25%
CCc1cc2c(=O)c(-c3nc4ccccc4n3C)coc2c(CN2CCCC(C)C2)c1O (centres undefined)	8%	2%	0%	?	-4	-2	?
CCOC(=O)c1cccc(NC(=O)CCc2nc(-c3ccccc3F)no2)c1	2%	16%	1%	21%	7	-3	-9%
COc1ccc(C(=O)NCC(=O)N2CCN(c3ccccc3)CC2)cc1	-2%	0%	-1%	-10%	21	-1	-17%
CCCc1nc(C)c(-c2ccc(OC)c(OC)c2)c(=O)[nH]1	-24%	3%	2%	2%	9	7	-1%
CC(C)CNC(=O)c1nn(Cc2ccccc2)c(=O)c2ccccc12	1%	20%	0%	?	1	-3	-13%
CSC1=NC2(CCCCC2)C2=C(CCCC2)N1	-7%	-4%	5%	?	-17	-2	5%
O=C(/C=C/c1cccnc1)c1ccc([N+](=O)[O-])cc1	4%	-15%	3%	5%	-7	-4	1%
O=C(COc1ccc(Br)cc1Cl)NC(=O)Nc1ccc2c(c1)OCCO2	26%	11%	-1%	34%[activator][5.75 µM]	63*	36*	68%[activator]
COc1ccc(C)cc1NC(=O)CSc1nc2ccccc2nc1N1CCCCC1	1%	20%	0%	20%	-3	-2	4.1µM*
Cc1cc(Nc2cccc(Cl)c2)nc(NCc2ccccc2)n1	4%	0%	1%	0.47µM*	-10	-2	0.74µM*
CC(=O)C1=C(C)N(Cc2ccccc2)C(=O)N[C@H]1c1cccc(C(F)(F)F)c1	-1%	19%	3%	?	-9	-2	?
Oc1ccc(N2CCN(c3ncnc4sc5c(c34)CCC5)CC2)cc1	-15%	-5%	-16%	?	-5	-2	?
C=CCN1C(=O)C2(OCCCO2)c2cc(Cl)ccc21	4%	8%	0%	?	-7	-1	-10%
Cc1cc(C)n2nc(C(=O)OCC(=O)N(CCC#N)c3ccc(F)cc3)nc2n1	2%	-18%	.	-7%	.	.	12%
CCc1nc2ccccc2n1CC(=O)N1CCN(S(=O)(=O)c2cccc(C(F)(F)F)c2)CC1	.	8%	3%	0%	19	1	?
O=C(O)c1ccc(Nc2ccc([N+](=O)[O-])c3nonc23)cc1	-13%	-8%	3%	?	-10	-2	-17%
COCCN(C(=O)CNC(=O)c1ccco1)C(C(=O)NC1CCCC1)c1ccc(OC)cc1 (centres undefined)	4%	17%	-4%	-3%	-9	6	3%
CCN1CCN(S(=O)(=O)c2ccc(Cl)c(C(=O)N(C)CCOc3ccc(Cl)cc3)c2)CC1	-3%	-27%	.	?	.	.	?
CC(=O)Nc1ccc(SCC(=O)N(CCC#N)c2ccc(C)cc2)cc1	0%	-11%	-1%	-24%	-18	-7	-19%
Cc1cccnc1NC(=O)c1nn(C)c2c1CS(=O)(=O)c1ccccc1-2	1%	2%	-2%	2%	2	3	7%
O=C(NCCc1ccco1)c1cc(COc2cccc(C(F)(F)F)c2)on1	-3%	-2%	-9%	-25%	-30	0	15%
CCOC(=O)CSc1nc2c(sc(=S)n2-c2ccccc2)c(=O)[nH]1	-5%	-1%	3%	13%	-21	-4	13%
Cc1ccc(C)c(-n2c(SCC(=O)Nc3nnc(C)s3)nnc2-c2ccoc2C)c1	-2%	-15%	0%	.	3	-3	14%
Cc1ccc(NC(=O)c2ccc(S(=O)(=O)NCc3ccco3)cc2)cc1	0%	11%	-2%	?	-3	6	3%
O=C1N=C(N2CCOCC2)S/C1=C1\C(=O)N(Cc2ccccc2)c2ccc(Br)cc21	.	.	3%	?	20	9	10%
COc1ccccc1Nc1nnc(SCC(=O)NC2CC2)s1	-8%	7%	.	?	.	.	?

Next part.
SMILES	TbPYK inhibitor	AMA1-RON2 inh	LmPK inh	Pf growth 96h	Shiga inhibitor	Cycloheximide cs	Pf growth 48h
CCCCCC(=O)NC(NC(=S)N1CCOCC1)C(Cl)(Cl)Cl (centres undefined)	-11%	-17%	-1%	-3%	-10	-3	8.3µM*
COc1ccc(C(CNC(=O)c2ccc(Cl)s2)N2CCOCC2)cc1 (centres undefined)	-10%	-6%	.	2%	.	.	-9%
O=C(CCc1ccccc1)N1CCN(c2ccc(Cl)cc2)CC1	-3%	-5%	1%	-6%	-18	1	-16%
O=C(COC(=O)c1ccccc1NS(=O)(=O)c1cccs1)NC1CCCCC1	-1%	-4%	-2%	9%	19	12	9%
O=C(CCNS(=O)(=O)c1ccc(Br)cc1)NCc1ccc2c(c1)OCO2	1%	-2%	-3%	33%[activator]	12	-5	-5%
CCN(CC)C(=S)SCC(=O)Nc1ncc2c(n1)CCCC2=O	1%	-10%	-5%	22%	-2	5	-7%
O=C(NC(=S)Nc1cccc(Cl)c1N1CCCCC1)c1ccc2c(c1)OCCO2	-3%	20%	0%	?	10	20*	?
CN1CCc2nc(SCC(=O)OC(C)(C)C)c(C#N)cc2C1	-6%	4%	-6%	-33%	79*	35*	54%[activator]
O=C(CSc1ccccc1C(=O)NCCCN1CCCC1=O)NCc1ccco1	0%	-6%	-5%	-4%	-4	-2	6%
COc1ccc(C(=O)NNC(=O)C(=O)NCc2ccccc2)cc1	-24%	4%	-4%	?	-15	-3	21%
Cc1ccc(C(=O)CSc2nnc(-c3ccco3)o2)o1	-3%	-1%	-4%	.	56*	40*	32%[activator]
CNCc1cc(Cl)cc(OC)c1OC(C)C	0%	42%[activator]	4%	5%	-4	-4	3%
O=C(CCNC(=O)Cn1cnc2ccccc2c1=O)NCC1COc2ccccc2O1 (centres undefined)	?	-4%	0%	?	-15	-1	6%
COCCC1CCCCN1C(=O)c1cc(COc2ccc(-n3cncn3)cc2)on1 (centres undefined)	-1%	7%	-4%	?	12	1	11%
CCOc1ccccc1CNS(=O)(=O)c1ccc2c(c1)C(C)(C)C(=O)N2C	-1%&4%	-2%	2%	?	-6	-3	-2%
COc1ccc(C(=O)O)cc1S(=O)(=O)Nc1cccc(C)c1	5%	-7%	-2%	2%	-6	-3	16%
O=C(Cn1cnc2c(nnn2-c2cccc(Cl)c2)c1=O)NCc1ccccc1	-4%	-7%	7%	39%[activator]	-4	2	37%[activator]
Cc1cccc(NC(=O)c2c([N+](=O)[O-])c(C(C)(C)C)nn2C)c1	2%	3%	6%	?	-2	1	-11%
CN(C)CC(C)(C)CNC(=S)Nc1ccc(S(=O)(=O)N2CCOCC2)cc1	-4%	-2%	-1%	?	8	-4	?
COc1cc(C)c(/C=C(\C#N)C(=O)Nc2cccc(C)c2)cc1C(C)C	-3%	-30%	1%	-3%	8	1	4%
Cc1cc(=O)c(C(=O)O)cn1-c1ccc(C(C)C)cc1	4%	-12%	-2%	?	-6	2	?
O/N=C1\CCC2CN(C3CCCCC3)CC2C1 (centres undefined)	4%	-2%	2%	.	-10	-3	6%
